Source: PubChem BioAssay
N370S GC mod – N370S glucocerebrosidase modulation, Gaucher chaperone candidate. P04062. N370S GC spleen homogenate, 4MU-glucoside fluorescence. Potency, µM (top dose mostly 59.4 µM), for inactives: top-dose activity change, negative = inhibition, usual class: inhibitors. hit rate 0.092% among 330,000;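 also: 0% = full enzyme activity and -100% = no enzyme basal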
TDP1 inh – TDP1 (human) enzyme inhibition | Q9NUW8 | recombinant TDP1, AlphaScreen DNA substrate cleavage | Potency, µM (doses to about 130 µM), for inactives: at the highest dose activity change, negative = inhibition, actives largely listed as inhibitors | hit rate 0.28% among 350,000; also: nearly all actives have a fitted effect of over 40% in size
Target sequence (Q9NUW8 whole entry, looked up): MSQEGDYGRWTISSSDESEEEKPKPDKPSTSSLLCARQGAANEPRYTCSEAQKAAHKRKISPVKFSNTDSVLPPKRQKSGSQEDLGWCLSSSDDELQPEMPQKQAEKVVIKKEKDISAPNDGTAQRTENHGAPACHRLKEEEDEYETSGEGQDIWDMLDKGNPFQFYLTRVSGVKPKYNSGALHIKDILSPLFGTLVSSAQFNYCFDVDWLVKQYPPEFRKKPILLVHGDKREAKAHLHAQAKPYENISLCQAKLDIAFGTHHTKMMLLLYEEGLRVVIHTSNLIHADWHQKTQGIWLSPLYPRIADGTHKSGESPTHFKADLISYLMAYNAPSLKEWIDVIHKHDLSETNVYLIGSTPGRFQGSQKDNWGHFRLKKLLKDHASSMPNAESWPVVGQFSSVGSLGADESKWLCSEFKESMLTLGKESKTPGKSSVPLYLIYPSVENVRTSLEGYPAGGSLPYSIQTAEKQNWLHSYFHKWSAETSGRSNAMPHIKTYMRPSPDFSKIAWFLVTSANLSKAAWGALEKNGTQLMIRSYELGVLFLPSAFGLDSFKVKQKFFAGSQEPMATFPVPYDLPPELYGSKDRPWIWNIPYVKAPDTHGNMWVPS
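Recombinant E. coli-expressed Tdp1 (1 nM) preincubated with compound 15 min at RT, then 5'-biotin/3'-phosphotyrosine-FITC DNA substrate (15 nM) added for 5 min. AlphaScreen beads (10 ug/ml) added, 10 min RT; tyrosine-FITC cleavage read as signal loss.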
FEN1 inh – inhibitors of human flap endonuclease 1 | P39748 | Recombinant FEN1 flap cleavage, fluorescence, 15 min | Potency, µM (highest dose often 114 µM), for inactives: top-dose activity change, negative = inhibition, most hits filed as inhibitors | hit rate 0.35% among 390,000; also: nearly all actives have a fitted effect of over 65% in size
Target sequence (P39748 whole entry, looked up): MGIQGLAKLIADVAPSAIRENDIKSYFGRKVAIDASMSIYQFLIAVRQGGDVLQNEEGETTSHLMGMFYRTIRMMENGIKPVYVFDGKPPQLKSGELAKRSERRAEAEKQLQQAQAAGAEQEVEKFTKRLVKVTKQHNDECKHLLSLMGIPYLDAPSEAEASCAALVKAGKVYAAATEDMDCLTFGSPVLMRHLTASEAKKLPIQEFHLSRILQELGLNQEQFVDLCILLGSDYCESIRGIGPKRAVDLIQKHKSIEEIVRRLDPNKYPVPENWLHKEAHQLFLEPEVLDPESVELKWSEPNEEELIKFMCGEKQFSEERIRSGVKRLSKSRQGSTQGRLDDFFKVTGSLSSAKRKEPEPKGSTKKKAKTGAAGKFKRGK
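In this screen, 50 nM flap DNA substrate was added to 10 nM FEN1 pretreated with compound for 15 min at room temperature; cleavage was followed with reads at 0 and 15 min, and Hill fitting gave concentration–response parameters.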
* marks the source's active call; other numbers are inactive results; u = inconclusive; x = no result given; [ ] = dose if it differs, or a comment. Calls follow the shape of the dose curve; as a rule, active = well fitted curve in the direction sought with a large enough effect; inconclusive = small, poorly fitted or top-dose-only effect, or another doubt; inactive = no such curve, though single readings can be large; an effect the other way counts as inactive or inconclusive. Unless noted, % is scaled to controls: 0 for no effect and ±100 for the full control effect; potency is read from the fitted curve at half-maximal effect. Compounds as they come; any-hit rate near 0.57%.

SMILES	N370S GC mod	TDP1 inh	FEN1 inh
CC(Oc1cc(Cl)ccc1Cl)C(=O)N/N=C\c1ccnn1C (stereo not given)	-10%	3%	9%
COc1cccc(NC(=O)Cn2c(CCC(=O)O)ccc2-c2ccc(C)cc2)c1	-2%	2%	-1%
CN(CCCN1CCOCC1)C(=O)c1cc(COc2cccc(C(F)(F)F)c2)on1	4%	1%	4%
O=C(COC(=O)Cn1cnc2ccccc21)NCCCc1ccccc1	-4%	-5%	17%
Cc1cc(C)n(CC(=O)NCCC2=CCCCC2)n1	-2%	x	-15%
COc1ccc(-c2ccc(S(=O)(=O)N3CCCC3)cc2)cc1	-3%	-3%	11%
CC(=O)N1CCN(CCN=CC2=C(O)CC(c3cccs3)CC2=O)CC1 (stereo not given)	1%	-2%	0%
O=C(N/N=C/c1ccccc1O)c1cc[n+]([O-])cc1	-12%	8%	16%
O=C1CC(=O)CC(c2ccco2)C1	1%	x	4%
O=C(NCc1cccs1)c1csc2ccccc12	18%	-3%	4%
CC(=O)c1cccc(CN2CCN(CC(C)C)C(CCO)C2)c1 (stereo not given)	-6%	1%	-9%
O=C(c1cc([N+](=O)[O-])ccc1N1CCOCC1)N1CCCCC1	-5%	4%	-11%
COc1cccc(OCc2nc3ccccc3[nH]2)c1	-4%	4%	-2%
CCc1ccc(S(=O)(=O)c2cn(CC(=O)Nc3ccc(C)cc3)c3ccccc3c2=O)cc1	x	6%	22%
COc1ccc(-c2nc(CS(=O)(=O)CC(=O)NCc3ccccc3OC)c(C)o2)cc1	-16%	2%	-16%

Some entries already given, limited to TDP1 inh.
| SMILES | TDP1 inh |
| --- | --- |
| CC(=O)c1cccc(CN2CCN(CC(C)C)C(CCO)C2)c1 (stereo not given) | 1% |
| O=C(c1cc([N+](=O)[O-])ccc1N1CCOCC1)N1CCCCC1 | 4% |

Next structures:
SMILES	N370S GC mod	TDP1 inh	FEN1 inh
Cc1cccc(C)c1NC(=O)CN(C)C(=O)c1cc([N+](=O)[O-])ccc1N1CCOCC1	-17%	5%	2%
CN(C(=O)c1cccc(NC(=O)Cc2cccc([N+](=O)[O-])c2)c1)C1CCC1	x	3%	0%
COc1ccccc1NC(=O)N(CCCN1CCOCC1)Cc1cc2cc3c(cc2[nH]c1=O)OCO3	18%	-4%	-5%
O=C1O/C(=C\c2ccccc2)c2ccccc21	-1%	-7%	-26%
O=C(NCc1cccs1)C(=O)NCC(c1ccco1)N1CCN(c2ccc(F)cc2)CC1 (stereo not given)	-3%	7%	0%
CCN(CC)CCCNC(=O)c1cc2c(=O)n(CC)c3ccccc3c2s1	2%	x	-3%
Cc1onc(-c2ccccc2)c1C(=O)c1c[nH]c(C(=O)NCc2ccncc2)c1	5%	3%	-3%
Cc1nnc(-c2cnn(C)c2N)n1Cc1ccc(Cl)cc1	13%	0%	-1%
CN1CCS/C1=C\C=C1/SC(=S)N(CC(=O)O)C1=O	-10%	-2%	-13%
O=C(/C=C/c1ccccc1)N1CCN(Cc2cc(=O)n3nc(-c4ccccc4Cl)sc3n2)CC1	x	3%	-8%
CCOC(=O)c1ccc(NC(=O)CSc2nc3c(c(=O)n2C)SC(C)C3)cc1 (stereo not given)	16%	12%	6%
Cc1nnc(SCC(=O)N2CCc3ccccc3C2)n1-c1ccccc1	-3%	0%	2%
CCSc1nnc(NC(=O)c2nc(S(=O)(=O)Cc3ccc(F)cc3)ncc2Cl)s1	1%	4%	2%
N#C/C(=C\c1ccc(N2CCOCC2)o1)C(=O)NCC1CCCO1 (stereo not given)	-2%	3%	-2%
Cc1cc(C)n(-c2ccc(S(N)(=O)=O)cc2[N+](=O)[O-])n1	-3%	-5%	4%
CCCCCCCC1(C)NC(=O)N(CC(=O)Nc2cc(C)on2)C1=O (stereo not given)	-4%	2%	-12%
O=C(O)C1CCCN1S(=O)(=O)c1ccc2[nH]c(=O)c(=O)[nH]c2c1 (stereo not given)	17%	2%	-13%
O=S(=O)(NCc1ccc2c(c1)OCO2)c1ccc(Cl)s1	u	-1%	-4%
Cc1cc2c(cc1S(=O)(=O)Nc1cccc(C(F)(F)F)c1)OCCN2C	x	4%	-4%
CC(C)NCCCCOc1ccccc1-c1ccccc1	-19%	-11%	x
Oc1c(N=NC(=S)Nc2ccccc2F)c2ccccc2n1Cc1ccccc1	2%	10%	-2%
CCOc1ncccc1C(=O)NCC(c1ccccc1)N(C)C (stereo not given)	1%	2%	-4%
CC(/C=N/n1c(-c2cccnc2)n[nH]c1=S)=C\c1ccccc1	-14%	6%	-1%
[O-][n+]1c2c(nn1-c1ccccc1Cl)-c1nonc1CC2	-3%	6%	0%
CCc1ccc(S(=O)(=O)c2nnn3c2nc(N2CCC(C(N)=O)CC2)c2cc(Cl)ccc23)cc1	x	9%	-4%
COc1cc(CNCc2cccs2)ccc1OCC(=O)NC(C)(C)C	3%	0%	1%
CC(C)(CC(=O)O)CC(=O)N1CCN(c2nc3cc(Cl)ccc3s2)CC1	0%	x	5%
Cc1ccc2[nH]c(=O)c(CN(Cc3cccs3)C(=S)NCc3ccco3)cc2c1	11%	3%	-14%
COc1ccc(S(=O)(=O)N2CCN(c3ccccc3)CC2)cc1C(=O)N1CCCC1	1%	3%	1%
COc1cccc(Nc2nc(-c3sc(NC(=O)c4ccccc4)nc3C)cs2)c1	-1%	8%	-3%

A stretch from the list above, for reference:
SMILES	N370S GC mod	TDP1 inh	FEN1 inh
CC(Oc1cc(Cl)ccc1Cl)C(=O)N/N=C\c1ccnn1C (stereo not given)	-10%	3%	9%
COc1cccc(NC(=O)Cn2c(CCC(=O)O)ccc2-c2ccc(C)cc2)c1	-2%	2%	-1%
CN(CCCN1CCOCC1)C(=O)c1cc(COc2cccc(C(F)(F)F)c2)on1	4%	1%	4%
O=C(COC(=O)Cn1cnc2ccccc21)NCCCc1ccccc1	-4%	-5%	17%
Cc1cc(C)n(CC(=O)NCCC2=CCCCC2)n1	-2%	x	-15%
COc1ccc(-c2ccc(S(=O)(=O)N3CCCC3)cc2)cc1	-3%	-3%	11%
CC(=O)N1CCN(CCN=CC2=C(O)CC(c3cccs3)CC2=O)CC1 (stereo not given)	1%	-2%	0%
O=C(N/N=C/c1ccccc1O)c1cc[n+]([O-])cc1	-12%	8%	16%
O=C1CC(=O)CC(c2ccco2)C1	1%	x	4%
O=C(NCc1cccs1)c1csc2ccccc12	18%	-3%	4%
CC(=O)c1cccc(CN2CCN(CC(C)C)C(CCO)C2)c1 (stereo not given)	-6%	1%	-9%
O=C(c1cc([N+](=O)[O-])ccc1N1CCOCC1)N1CCCCC1	-5%	4%	-11%
COc1cccc(OCc2nc3ccccc3[nH]2)c1	-4%	4%	-2%
CCc1ccc(S(=O)(=O)c2cn(CC(=O)Nc3ccc(C)cc3)c3ccccc3c2=O)cc1	x	6%	22%
COc1ccc(-c2nc(CS(=O)(=O)CC(=O)NCc3ccccc3OC)c(C)o2)cc1	-16%	2%	-16%
Cc1cccc(C)c1NC(=O)CN(C)C(=O)c1cc([N+](=O)[O-])ccc1N1CCOCC1	-17%	5%	2%
CN(C(=O)c1cccc(NC(=O)Cc2cccc([N+](=O)[O-])c2)c1)C1CCC1	x	3%	0%
COc1ccccc1NC(=O)N(CCCN1CCOCC1)Cc1cc2cc3c(cc2[nH]c1=O)OCO3	18%	-4%	-5%
O=C1O/C(=C\c2ccccc2)c2ccccc21	-1%	-7%	-26%
O=C(NCc1cccs1)C(=O)NCC(c1ccco1)N1CCN(c2ccc(F)cc2)CC1 (stereo not given)	-3%	7%	0%
CCN(CC)CCCNC(=O)c1cc2c(=O)n(CC)c3ccccc3c2s1	2%	x	-3%
Cc1onc(-c2ccccc2)c1C(=O)c1c[nH]c(C(=O)NCc2ccncc2)c1	5%	3%	-3%

Next section
SMILES	N370S GC mod	TDP1 inh	FEN1 inh
CCOC(=O)c1c(NC(=O)CSc2nnc(N)s2)sc(C)c1-c1ccc(C)cc1	-1%	11%	-6%
Cc1ccc(NC(=O)CN(C)CC(=O)N(C)Cc2ccccc2)cc1	x	2%	1%
Cc1ccc(NC(=O)C2CCCN(c3ncnc4onc(C)c34)C2)cc1Cl (stereo not given)	x	2%	13%
Brc1ccccc1Cn1c(-c2cncs2)nc2ccccc21	12%	3%	-5%
COc1ccc(NS(=O)(=O)c2cc(NC(=O)c3ccc(Cl)cc3)ccc2N2CCOCC2)cc1	x	1%	3%
O=C(NNS(=O)(=O)c1ccccc1)C1CC(c2cccnc2)=NO1 (stereo not given)	7%	-5%	9%
CC(C)(C)c1csc(Sc2ncccc2[N+](=O)[O-])n1	8%	-1%	-20%
COc1ccc(NC(=O)NNC(=O)COc2ccc3cc(Br)ccc3c2)cc1	-14%	1%[56.1 µM]	4%
O=C(CSc1nnc(-c2ccccn2)n1Cc1ccccc1)Nc1ccc2c(c1)OCO2	-11%	1%	-11%
CCOc1ccccc1OCCOc1ccc(F)cc1	-25%	u	-11%
COC(=O)c1ccc(C(NC(=O)OCc2ccccc2)/C(=C/[C@@H](C)C(=O)NCc2ccc(OC)c(OC)c2)c2cccnc2)cc1 (stereo not given in full)	4%	5%	x
CCN(C(=O)COC(=O)c1ccco1)c1c(N)n(Cc2ccccc2)c(=O)[nH]c1=O	-10%	5%	5%
COc1ccc(-n2ccnc(NCc3cccs3)c2=O)cc1OC	x	3%	0%
O=C(COC(=O)c1ccc([N+](=O)[O-])cc1)NCCC1=CCCCC1	x	1%	-5%
COc1cccc(CNS(=O)(=O)c2ccc3c(c2)C(C(C)C)C(=O)N3)c1 (stereo not given)	x	3%	8%
CCN(C1CCS(=O)(=O)C1)S(=O)(=O)c1cc(C)ccc1C (stereo not given)	-4%	-1%	10%
COC(=O)NC(NC(=S)Nc1cccc(C)c1)C(Cl)(Cl)Cl (stereo not given)	-19%	1%	-1%
O=C(O)CC(NC(=O)C12CC3CC(CC(C3)C1)C2)c1cccc([N+](=O)[O-])c1 (stereo not given)	4%	-3%	0%
O=C(CCNC(=O)c1ccco1)NC(Cc1c[nH]c2ccccc12)C(=O)O (stereo not given)	x	1%	19%
CCOC(=O)c1ccc(Nc2nc3ccc(C(=O)c4ccccc4)cc3n3c(C)nnc23)cc1	x	-2%	16%
COc1cccc(CNC(=O)C2CCN(c3cnccn3)CC2)c1	5%	-2%	9%
O=C(Cn1nnc(-c2ccccc2)n1)NCc1ccc2c(c1)OCO2	15%	0%	12%
CCOc1ccc(NC(=O)CCSc2nc(-c3ccc4c(c3)OCO4)cc(C(F)(F)F)n2)cc1	x	4%	-5%
O=C1NC[C@H](c2ccccc2)N(CCc2cc(C(F)(F)F)cc(C(F)(F)F)c2)C1=O	-12%	5%	1%
O=C(CSc1nc2nc(-c3cccs3)cc(C(F)(F)F)c2c(=O)[nH]1)Nc1c(F)c(F)c(F)c(F)c1F	-5%	1%	-23%
CCOC(=O)C1(CC2CCCCO2)CCN(Cc2ccccc2-c2ccco2)CC1 (stereo not given)	-1%	0%	0%
CC(=O)N(CCN1CCOCC1)Cc1cc2cc3c(cc2nc1Cl)OCO3	u	-3%	5%
COc1ccccc1NC(=O)COC(=O)COc1ccccc1F	x	1%[56.1 µM]	3%
Nc1n[nH]c(N)c1N=Nc1ccccc1	-13%	10%	-2%
CCCN(Cc1cccs1)C(=O)Nc1cc(OC)ccc1OC	x	-3%	-21%
COc1ccc(OCc2cccc(C(=O)Nc3ccc(CN4CCCCC4)cc3)c2)cc1	-12%	5%	4%
CCNC(=O)CN1C(=O)NC(CCc2ccccc2)C1=O (stereo not given)	2%	-1%	1%
Cc1cc(C(=O)NNC(=O)c2cccc([N+](=O)[O-])c2)n[nH]1	x	1%	2%
Cc1ccc(C(=O)N/N=C2\SCC(=O)N2c2cc(C)ccc2C)cc1	-2%	2%	8%
Cc1nn(C)cc1CNC(=O)Nc1ccc(Cl)c(Cl)c1	0%[12.8 µM]	-1%	-7%
CCOCCCNC(=O)C1CCN(C(=O)Nc2ccc(C)cc2)CC1	-9%	4%	7%
